14-3-3 PPI: modulators of 14-3-3 gamma protein binding, primary screen, biochemical, fluorescence polarization | 14-3-3 protein gamma (Homo sapiens), P61981 | FP, 14-3-3gamma / TMR-pS259-Raf peptide binding | inhibition, % at 40 µM | 0.19% of 160,000 active; in the data active means inhibition above about 30%;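 further: 0% = protein plus tracer without compound and 100% = blank with tracer alone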
Target sequence (P61981 whole entry, looked up): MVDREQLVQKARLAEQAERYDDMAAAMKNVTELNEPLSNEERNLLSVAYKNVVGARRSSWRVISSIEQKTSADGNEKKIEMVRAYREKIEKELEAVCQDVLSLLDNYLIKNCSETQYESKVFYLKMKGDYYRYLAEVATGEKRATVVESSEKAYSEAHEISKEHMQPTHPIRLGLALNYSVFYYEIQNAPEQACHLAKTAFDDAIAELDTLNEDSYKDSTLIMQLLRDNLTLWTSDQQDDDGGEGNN
Active calls of the source: *; & = joins results of further samples. These rows are one share of the data; the hit share may differ from the screen's.

SMILES | 14-3-3 PPI
COc1ccc(-c2nnc(NC(=O)c3ccc(S(=O)(=O)N4CCCCC4)cc3)s2)c(OC)c1 | -8
COc1ccc(N2C(=O)CSC2c2ccc(Br)cc2)cc1Cl (stereo not drawn) | 7
COc1ccc(C(=O)Nc2ccccc2)cc1S(=O)(=O)Nc1ccc(Br)cc1 | 6
COc1ccc(C=Nc2ccc(O)c(-c3nc4ccccc4s3)c2)c(OC)c1 | -172
Cc1cc(C)c(C)c(S(=O)(=O)NCc2ccco2)c1C | -10
CCOC(=O)c1c(C)[nH]c(C(=O)CSc2nc3ccccc3o2)c1C | -9
COc1cccc(C2/C(=C(\O)c3ccccc3)C(=O)C(=O)N2c2ccccc2)c1 (stereo not drawn) | -3
O=C(NCc1cccnc1)c1ccc(COc2ccc3c(c2)CCC3)o1 | -1
COc1ccc(NC(=O)CNC(=O)Cn2c(C)cc3ccccc3c2=O)c(OC)c1 | -16
N#CC1=C(SCC(=O)Nc2ccccc2)NC(=O)CC1c1ccc(O)cc1 (stereo not drawn) | 1
O=c1[nH]c(C=Cc2ccc3c(c2)OCO3)c([N+](=O)[O-])c(=O)[nH]1 | -24
Nc1nc(NCc2cccs2)nn1-c1ccccc1 | 2

Next section, starting with the last 3 of the part before.
SMILES | 14-3-3 PPI
N#CC1=C(SCC(=O)Nc2ccccc2)NC(=O)CC1c1ccc(O)cc1 (stereo not drawn) | 1
O=c1[nH]c(C=Cc2ccc3c(c2)OCO3)c([N+](=O)[O-])c(=O)[nH]1 | -24
Nc1nc(NCc2cccs2)nn1-c1ccccc1 | 2
COc1ccc(C(=O)c2coc3ccc(O)c(CN4CCCC4)c23)cc1 | -3
FC(F)(F)c1cc(-c2ccc(Cl)cc2)nc(-n2cncn2)n1 | 1
CC1(C)Cc2c(sc3c2C2=NCCN2C=N3)CS1 | -7
COc1ccc(-n2nc(C(=O)NCC(=O)N3CCOCC3)c3ccccc3c2=O)cc1Cl | 0
COC(=O)C1=C(C)NC(=O)CC1c1cccc(OC)c1OC (stereo not drawn) | -7
Cc1ccc(C(=O)Cn2nnc3ccccc32)cc1 | -3
CN(CC(=O)NCc1cccs1)S(=O)(=O)c1cccc2nsnc12 | -6
COc1ccc(CNC(=O)Cn2nc(C(F)(F)F)c3c2CCC3)cc1 | -8
CCSc1ncnc2c(C#N)c3n(c12)CCCCC3 | -4
COc1cc(NC(=O)c2ccc3c(c2)OCO3)ccc1NC(=O)C(C)C | 0
O=C(NC1CC2CCCC(C1)N2Cc1ccco1)NC12CC3CC(CC(C3)C1)C2 (stereo not drawn) | 2
Cn1c(=O)c2c(-c3ccccc3)n(Cc3ccccc3)cc2n(C)c1=O | 9
Cc1nc(-c2cccc(NC(=O)c3cccc([N+](=O)[O-])c3)c2)cs1 | -4
Nc1c(C(=O)NCc2ccccc2)nnn1Cc1cccc(Cl)c1 | -3
Cc1c(Cl)cccc1N1C(=O)C2CC=CCC2C1=O (stereo not drawn) | -1
O=C(Nc1cccc(-c2nc3ccc(NC(=O)c4ccccc4)cc3o2)c1)c1ccccc1 | -300
O=c1c2ccccc2oc2nc3n(c(=O)c12)CCCS3 | 0
CCOC(=O)C(Oc1ccc(=O)n(-c2ccccc2)n1)C(C)=O (stereo not drawn) | -7&0
COc1ccc(Cl)cc1S(=O)(=O)N1CCN(Cc2ccc3c(c2)OCO3)CC1 | 5
CCN(CC)Cc1c(O)ccc2c(C)c(CC(=O)OC)c(=O)oc12 | -6
CCCCC1CCC(c2nc(-c3cccnc3)no2)CC1 (stereo not drawn) | 2
COc1ccc(Nc2cc(C)nc3c(C)cccc23)cc1OC | 5
C=C1CSc2nc(=O)c3c4c(sc3n21)CCC4 | 1&-10
O=C(CCSCc1cccc(F)c1)NCCc1ccccc1 | 0
Cc1ccc(Nc2nc(C(=O)NCc3ccco3)cs2)cc1 | 4
c1ccc2[nH]c(-c3ccc(-c4nc5ccccc5o4)cc3)nc2c1 | -60
COc1ccc(NC(=O)c2cc(O)c3ccccc3c2)cc1 | -16
Cn1c(SCc2nnc3n2CCCCC3)nc2ccccc21 | -4
CC(C)CC(NC(=O)OC(C)(C)C)C(=O)NC(C(=O)NC(C)C(N)=O)C(C)C (stereo not drawn) | 4
COc1ccc(OCC(O)Cn2c(N3CCCCC3)nc3c2c(=O)n(C)c(=O)n3C)cc1 (stereo not drawn) | -1
CCN(CC)CCNC(=O)c1ccccn1 | -5
O=S(=O)(NC1CCCC1)c1ccccc1Cl | 0
CCOc1ccc(-c2nc(C#N)c(N3CCOCC3)o2)cc1 | 0
O=C(c1c[nH]c2ccc(S(=O)(=O)Nc3ccc4c(c3)OCCO4)cc2c1=O)N1CCCCC1 | -19
CCN(CC)C(=O)c1sc(N)c(C#N)c1C | -3
N#Cc1cccc(NC(=O)Cn2ncc3c(=O)oc4ccccc4c32)c1 | -13
CCOc1ccc(-n2c(=O)c3c(C)c(C)sc3n(CC(=O)Nc3ccc(OC)cc3)c2=O)cc1 | -10
Cc1ccc(S(=O)(=O)N(CCc2ccccc2)CC(=O)Nc2ccc(C)c(Cl)c2)cc1 | -1
COc1cc2[nH]c(=O)n(Cc3ccc(C(=O)N4CCN(c5cccc(C)c5C)CC4)cc3)c(=O)c2cc1OC | -7
O=C1CSC(c2ccccc2[N+](=O)[O-])N1c1cccc(C(F)(F)F)c1 (stereo not drawn) | -1
COc1ccc(-c2ccc3c(N)c(C(=O)NCCc4ccc(Cl)cc4)sc3n2)cc1 | -24
Cc1ccc(N(C)S(=O)(=O)c2ccc3[nH]cc(C(=O)NC4CCCC4)c(=O)c3c2)cc1C | -13
Cc1c(NC(=O)C(CC(=O)O)NCc2ccco2)c(=O)n(-c2ccccc2)n1C (stereo not drawn) | 0
C=CCOC(=O)C1=C(C)NC(=O)NC1/C=C/c1ccccc1 (stereo not drawn) | 1
N#Cc1cc(S(=O)(=O)N2CCOCC2)ccc1N1CCOCC1 | -7
CC1=C(C(=O)OCCc2ccccc2)C(c2cc([N+](=O)[O-])ccc2Cl)C2=C(CCCC2=O)N1 (stereo not drawn) | 2
CCOC(=O)c1c(NC(=O)c2cc(-c3ccco3)on2)sc(C(C)=O)c1C | -15
CCOC(=O)c1nnn(-c2nonc2N)c1CN1CCc2ccccc2C1 | -6

By substructure: those above with a furan ring, fused or not.
SMILES | 14-3-3 PPI
Cc1cc(C)c(C)c(S(=O)(=O)NCc2ccco2)c1C | -10
O=C(NCc1cccnc1)c1ccc(COc2ccc3c(c2)CCC3)o1 | -1
COc1ccc(C(=O)c2coc3ccc(O)c(CN4CCCC4)c23)cc1 | -3
O=C(NC1CC2CCCC(C1)N2Cc1ccco1)NC12CC3CC(CC(C3)C1)C2 (stereo not drawn) | 2
Cc1ccc(Nc2nc(C(=O)NCc3ccco3)cs2)cc1 | 4
Cc1c(NC(=O)C(CC(=O)O)NCc2ccco2)c(=O)n(-c2ccccc2)n1C (stereo not drawn) | 0
CCOC(=O)c1c(NC(=O)c2cc(-c3ccco3)on2)sc(C(C)=O)c1C | -15

New compounds follow.
SMILES | 14-3-3 PPI
CC1CCN(C(=O)c2ccc(NS(C)(=O)=O)cc2)CC1 | 9
CC(C)(C)C1CCc2[nH]c3ccccc3c(=O)c2C1 (stereo not drawn) | -4
CC(=O)Nc1ccc(S(=O)(=O)Nc2ccc3c(c2)CCN3S(C)(=O)=O)cc1 | -3
CSc1ccccc1NC(=O)c1cc2nc(-c3ccccc3)cc(C)n2n1 | -3
Cc1cc(C(=O)Nc2cccnc2)cs1 | 1
COC(=O)c1ccccc1S(=O)(=O)N(Cc1ccco1)Cc1cc2cc(OC)ccc2[nH]c1=O | 1
CCOc1cc(C2C(C(=O)OC3CCCC3)=C(C)NC3=C2C(=O)C(C(=O)OC)C(C)C3)ccc1O (stereo not drawn) | 0
COc1ccc(C(=O)Nc2ccc(S(=O)(=O)Nc3nc(C)cc(C)n3)cc2)cc1OC | -15
c1nc(SCc2ccc3c(c2)OCO3)c2c3c(sc2n1)CCCC3 | -32
CCOC(=O)CCNCc1ccccc1F | -3
CC1CCCC(NC(=O)c2ccc3c(=O)n(CC4CCCO4)c(=O)[nH]c3c2)C1C (stereo not drawn) | -3
O=C(c1cc2ccccn2n1)N1CCN(c2cccc(C(F)(F)F)c2)CC1 | -8
CCCCNC(=O)C1CCN(S(=O)(=O)N2CCOCC2)CC1 | 10
CSc1cccc(N2C(=O)NC3CC2(C)Oc2ccc([N+](=O)[O-])cc23)c1 (stereo not drawn) | -4
O=C(CSc1nnc(-c2cccnc2)n1Cc1ccccc1)Nc1ccc(F)cc1 | 13
CCOc1ccc(NC(=O)CN2CCN(CC(=O)Nc3ccc(C(=O)OC)cc3)CC2)cc1 | -4
Cc1cc(Nc2cccc(C)c2C)n2ncnc2n1 | 3
COC(=O)c1sc(=S)n(-c2cccc(SC)c2)c1N | -1
Cc1ccc(CCNC(=O)C2CCN(S(=O)(=O)N3CCCC3)CC2)cc1 | -2
CCn1cc(C2=NC(c3ccccc3)CO2)c2ccccc21 (stereo not drawn) | -3
CCCOc1ccc(C2Nc3ccc4ccccc4c3C3=C2C(=O)CCC3)cc1 (stereo not drawn) | 6
O=C1NC(C=Cc2ccccc2)Nc2sc3c(c21)CCCC3 (stereo not drawn) | -21
COc1ccc(C(CC(=O)O)NC(=O)c2ccc(F)cc2)cc1 (stereo not drawn) | -4
CCOC(=O)CC1(NS(=O)(=O)c2ccc3c(c2)CCN3C(=O)C2CCC2)CCCCC1 | -7
Cc1cc(NC(=O)CSc2nc3ccccc3o2)no1 | -2
CC(=O)N=c1sc2cc(C)ccc2n1C | -5
Cc1ccccc1-c1nc2ccccc2[nH]1 | 1
O=C(CSc1nc2ccc(N3C(=O)c4ccccc4C3=O)cc2s1)NCC1CCCO1 (stereo not drawn) | -1
CC(C)OC(=O)c1cccnc1SCC(=O)N(C)c1ccccc1 | -1
COc1ccc(Cl)cc1NC(=O)CCN1C(=O)c2ccncc2C1=O | -7
O=C(Nc1ccc(-c2nc3ncccc3o2)cc1)c1ccc2c(c1)OCCO2 | -1
COc1ccc2nc(NC(=O)c3cc(Cl)ccc3[N+](=O)[O-])sc2c1 | 16
COc1ccc(-n2cccc2)cc1 | -12
COc1ccc(Cl)cc1C(=O)Nc1c2c(nn1-c1ccc(C)cc1C)CSC2 | -5
CCCN1Cc2cccc(C(=O)NCc3cccs3)c2C1=O | 5
O=C(Nc1ccccc1)c1ccccc1NC(=O)C(c1ccccc1)c1ccccc1 | 1
COc1cc(NC(=O)CSc2nnc3[nH]c4cc(C)cc(C)c4c3n2)cc(OC)c1OC | -20
CCCCOC(=O)c1ccc2c(c1)C(=O)N(c1cccc(Cl)c1)C2=O | -1
COc1ccc(-c2nnc(NC(=O)c3ccc(S(=O)(=O)N4CCC(C)CC4)cc3)o2)cc1 | -6
O=C(NCc1ccco1)c1cc(-c2ccc(Cl)s2)nc2ccccc12 | -9
CCCOc1ccc(C(=O)Nc2ccc(N3CCOCC3)cc2)cc1 | -1
CCC(=O)N1CCc2cc(Br)cc(S(=O)(=O)CCC(=O)NCc3ccc(C)o3)c21 | -3
CCOC(=O)CSC1=C(C#N)C(c2ccc3c(c2)OCO3)CC(=O)N1 (stereo not drawn) | -2
COCCN1CN=C(Nc2nc3ccccc3s2)NC1 | -8
CCOC(=O)C1=C(C)NC(C)=C(C(=O)OCC)C1c1cn(-c2ccccc2)nc1-c1ccc(Cl)cc1 | 11
CCn1c(SCC(=O)c2ccccc2)nnc1-c1ccoc1C | -1
CC1=C(C(N)=O)C(c2cccc(O)c2)n2nc(CCCO)nc2N1 (stereo not drawn) | -6
COc1ccccc1C1N(c2ccc(F)cc2)C(=O)C2CCCN21 (stereo not drawn) | 0

The last 5 compounds of the section before come first, to join the parts.
SMILES | 14-3-3 PPI
COCCN1CN=C(Nc2nc3ccccc3s2)NC1 | -8
CCOC(=O)C1=C(C)NC(C)=C(C(=O)OCC)C1c1cn(-c2ccccc2)nc1-c1ccc(Cl)cc1 | 11
CCn1c(SCC(=O)c2ccccc2)nnc1-c1ccoc1C | -1
CC1=C(C(N)=O)C(c2cccc(O)c2)n2nc(CCCO)nc2N1 (stereo not drawn) | -6
COc1ccccc1C1N(c2ccc(F)cc2)C(=O)C2CCCN21 (stereo not drawn) | 0
Cc1ccc(-n2c(=O)c3c4c(sc3n3c(=S)[nH]nc23)CCCC4C)cc1 (stereo not drawn) | 3
CC(C)(C)c1ccc(OCC(=O)Nc2ccc(Cl)cn2)cc1 | -8
CCCOc1ccc(S(=O)(=O)NCc2ccccc2)cc1 | -7
O=C(O)C1CCCN1c1ncccn1 (stereo not drawn) | -12
Cc1n[nH]c(C)c1CCCCCCOc1ccccc1Cl | 2
COc1ccc(S(=O)(=O)Nc2cccc(C)c2C)c2cccnc12 | -3
NS(=O)(=O)c1ccc(NS(=O)(=O)/C=C/c2ccccc2)cc1 | 0
O=C(Nc1ccc(Cl)cc1)N(CCCN1CCOCC1)Cc1cccs1 | -4
CCCCC(=O)Nc1ccc2c(c1)nc1n2CCOC1 | -7
CC1=CC(C)(C)N(C(=O)CSc2nc3ccccc3[nH]2)c2ccccc21 | -20
Cc1cc(C)nc(SCc2nnc(SCC(=O)Nc3ccc(Cl)c(C(F)(F)F)c3)o2)n1 | -6
CC(=O)c1cccc(NC(=O)CN(C2CCCCC2)S(C)(=O)=O)c1 | -4
CN(C(=O)c1cc2c(-c3ccccc3F)nn(C)c2s1)C1CCCCC1 | -4
COc1ccc(C(=O)C(=O)c2ccc(OC)c(OC)c2)cc1OC | 1
CC(C)c1nnc(NC(=O)CSc2ccccc2)s1 | -15
CCCN1C(=O)N(C)C2NC(=O)NC21 (stereo not drawn) | 5
Cc1ccc(Nc2c(-c3ccc(Cl)s3)nc3ccccn23)cc1 | -4
COc1ccc(Br)cc1CN1CCN(Cc2ccc3c(c2)OCO3)CC1 | -1
CC(Cl)=CCSc1nc2c(c(=O)[nH]c(=O)n2C)n1Cc1cccc(Br)c1 | -4
Cc1ccc(Sc2cc(NCCO)c([N+](=O)[O-])c3nonc23)cc1 | -1
Cc1cc([N+](=O)[O-])cc2c1-c1ncccc1C2=Nc1ccccc1 | 0
Cc1ccc(NC(=O)c2c(NC(=O)c3ccco3)sc3c2CCC(C(C)(C)C)C3)c(C)c1 (stereo not drawn) | 2
Cc1ccc(N2C(=O)CC(Sc3nc4ccccc4s3)C2=O)cc1Cl (stereo not drawn) | -72
O=C(O)Cn1cc(C(=O)c2ccco2)c2ccccc21 | -5
COc1ccc(CCNC(=O)c2cnn3ccccc23)c(OC)c1OC | -1
